V1aR counter = agonists of human V1a receptor, primary screen, counter-screen for OXTR agonist project, fluorescence, CHO-V1R cells. Fluo-8 calcium fluorescence, agonist mode; 0% DMSO, 100% 3 nM vasopressin. 320,000 tested, 0.25% active. activation, % at 3 µM. AID 2797, 2010. Vasopressin V1a receptor (Homo sapiens), P37288;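 active = activation above the mean activation of all tested compounds plus 3 SD, per screening run, cut at about 20% in these data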;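 note: signal is peak over basal fluorescence ratio across a 100 second FLIPR read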
MEKK2wt PB1 HTS = modulators of MEK5 binding to wildtype MEKK2, primary screen, biochemical, multiplex bead flow cytometry, Alexa488-MEK5; 290,000 tested, 1.1% active; Alexa488-MEK5 binding to MEKK2 WT; actives lie on both sides; AID 1531, 2009; binding response (% of control), % at 10 µM; in the data active = binding response below about 67% or above about 130%
M18AAP inhibitor = PfM18AAP inhibitors, malaria aminopeptidase, primary screen, biochemical, QFRET, recombinant enzyme | M18 aspartyl aminopeptidase (Plasmodium falciparum 3D7) | H-Glu-NHMec fluorogenic cleavage | inhibition, % at 7.35 µM | 290,000 tested, 1.2% active | AID 1822, 2009;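 active = inhibition above the campaign mean inhibition over all tested compounds plus 3 SD, cut at about 28% in these data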;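 note: 0% = plate median of test compound wells and 100% = 2 mM ZnCl2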
GalR3 antagonist = GalR3 antagonists in HEK293 cells, primary screen, cell-based, fluorescence readout; HEK293 GalR3-CNG cAMP membrane potential fluorescence; galR3 body fused to GalR1 C-terminus; inhibition, % at 3 µM; 360,000 tested, 0.44% active; Galanin receptor type 3 (Homo sapiens), O60755;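 active = inhibition above the screen-wide average plus 3 SD, cut at about 13% in these data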;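 note: forskolin and galanin both at EC90 stimulate the cells; cAMP rise reported by CNG channel membrane potential dye signal; 0% = forskolin plus galanin with DMSO and 100% = forskolin alone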
GPR7 antagonist = GPR7 receptor antagonists, primary screen, cell-based, fluorescence, single concentration | GPR7-expressing cells, fluorescence antagonist assay | inhibition, % at 4.4 µM | 290,000 tested, 1.1% active | AID 1861, 2009; in the data active = inhibition above about 16%, passing the limit was not always enough;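 note: cells stimulated with the agonist NPW; 0% = agonist with vehicle and 100% = vehicle without agonist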
Target sequence (P48145 whole entry, looked up): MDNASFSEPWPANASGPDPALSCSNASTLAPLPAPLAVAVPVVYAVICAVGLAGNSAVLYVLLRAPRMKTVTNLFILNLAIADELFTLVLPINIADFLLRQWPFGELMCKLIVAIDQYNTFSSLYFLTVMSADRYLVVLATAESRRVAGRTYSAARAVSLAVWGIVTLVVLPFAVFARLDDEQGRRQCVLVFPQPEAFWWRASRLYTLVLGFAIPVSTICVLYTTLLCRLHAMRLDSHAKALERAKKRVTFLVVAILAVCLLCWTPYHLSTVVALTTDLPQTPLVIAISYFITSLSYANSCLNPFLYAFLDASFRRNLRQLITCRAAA
NALP1 yeast inh = NALP1 inflammasome inhibitors in reconstituted yeast, colorimetric, S. cerevisiae, triplicate retest; AID 2071, 2009; 280,000 tested, 0.61% active; S. cerevisiae NALP1/ASC/caspase-1 growth, X-gal OD620, 72 h; inhibition, % at 10 µM; in the data active = inhibition mostly above about 24%, no sharp cut-off; inactive = mostly below about 32%; note: some compounds called inactive have numbers as strong as hits
MEKK2mut PB1 HTS = MEK5 binding signal on mutant MEKK2 PB1, primary screen, biochemical, multiplex bead flow cytometry, Alexa488-MEK5; Alexa488-MEK5 binding to MEKK2 mutant; percent response, % at 10 µM; 290,000 tested, 0.35% active; in the data active = percent response above about 24%, passing the limit was not always enough; note: inactives centre near 1; some results filed as inactive read as strong as hits
OXTR agonist = human OXTR agonists, primary screen, fluorescence, CHO-OTR cells, Fluo-8 calcium | Oxytocin receptor (Homo sapiens), P30559 | Fluo-8 calcium fluorescence; normalized: DMSO 0%, oxytocin 100% | activation, % at 3 µM | 320,000 tested, 0.32% active | AID 2435, 2010;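 active = activation above the mean of all tested compounds plus 3 SD, cutoff set per screening run, cut at about 20% in these data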;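 note: peak over basal fluorescence ratio from a 100 s FLIPR kinetic read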
Target sequence (P30559 whole entry, looked up): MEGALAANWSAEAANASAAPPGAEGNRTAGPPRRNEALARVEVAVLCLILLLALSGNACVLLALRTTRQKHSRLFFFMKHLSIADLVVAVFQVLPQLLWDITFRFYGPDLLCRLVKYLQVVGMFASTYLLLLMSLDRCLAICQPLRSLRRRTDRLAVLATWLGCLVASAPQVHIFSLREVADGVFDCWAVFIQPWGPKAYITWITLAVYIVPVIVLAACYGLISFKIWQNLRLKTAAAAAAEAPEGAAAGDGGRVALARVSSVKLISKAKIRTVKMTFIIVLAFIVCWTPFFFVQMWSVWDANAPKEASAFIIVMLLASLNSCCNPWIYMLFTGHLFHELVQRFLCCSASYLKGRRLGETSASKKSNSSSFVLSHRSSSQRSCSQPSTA
OXTR potentiator = human OXTR potentiators, primary screen, fluorescence, CHO-OTR cells, Fluo-8 calcium; activation, % at 3 µM; Oxytocin receptor (Homo sapiens), P30559; Fluo-8 calcium fluorescence, potentiator mode; 0% = oxytocin EC15, 100% = EC100; AID 2445, 2010; 320,000 tested, 0.061% active;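 active = activation above that plate's cutoff, the mean activation of tested compounds plus 3 SD, cut at about 6.6% in these data, passing the limit was not always enough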;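 note: 100% uses oxytocin at 75 nM as the full agonist control; some results filed as inactive read as strong as hits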
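Material: human OTR in CHO cells. Compound: 3.0 µM, one dose. Timing: compound 6 min at room temperature before oxytocin, 100 s read. Evaluation: % activation of max/min ratio relative to oxytocin controls. Replication: single well per compound, singlicate. Signal: Fluo-8 calcium dye fluorescence.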
* hit, by the source's call; x = no result given.

Results follow in this order: V1aR counter	MEKK2wt PB1 HTS	M18AAP inhibitor	GalR3 antagonist	GPR7 antagonist	NALP1 yeast inh	MEKK2mut PB1 HTS	OXTR agonist	OXTR potentiator
1: COc1cccc(/C=C/C(=O)OCC(=O)Nc2ccccc2Sc2ccccc2)c1
 : 3.5	100	-8	-4	-4	16	0	2.7	-9
2: CC1=CC(=O)C(C(C)C)=C/C1=N\OC(=O)c1cccc2nc(C)oc12
 : 0.2	88	-5	0	-13	21	17	-0.9	-4
3: COc1ccc(/C=C2\C(=O)NCC(=O)N2C)cc1
 : 0.2	103	6	-9	-17	-2	3	1.2	-5
4: Cc1ccc(S(=O)(=O)N(C)c2ccc(C)c([N+](=O)[O-])c2)cc1
 : -0.9	103	-8	-6	-2	10	-1	-0.5	-5
5: CC1Oc2ccccc2N(CC(=O)N2CCCCC2)C1=O (configuration not stated)
 : -0.4	105	-2	-9	-24	8	1	1.4	1
6: Clc1ccccc1Cn1nnc2ccccc21
 : 0.5	103	-3	-7	-6	-7	7	-1.3	-8
7: COc1ccc(-c2c(C)nn3c(N4CCOCC4)cc(C)nc23)cc1OC
 : x	103	1	-10	-12	-5	0	x	x
8: Cc1nn(C)c(C)c1NC(=O)c1ccc(S(=O)(=O)N(C)C)cc1
 : 1.0	101	1	3	-6	4	4	0.2	-11
9: Cc1ccsc1C(=O)NNC(=O)COc1ccccc1Cl
 : -0.3	x	x	1	x	x	x	-0.1	-6
10: Cc1cc(C)n2c(SCC(=O)Nc3c(C)n(C)n(-c4ccccc4)c3=O)nnc2n1
 : 0.1	106	0	-2	-10	3	3	0.2	-5
11: CC(=O)c1cccc(NC(=O)CCc2nnc3ccc(NCc4ccco4)nn23)c1
 : 0.0	103	24	0	-4	15	0	-0.8	1
12: COc1ccc(C(NC(=O)CC(C)C)c2c(O)ccc3ccccc23)cc1 (configuration not stated)
 : -0.9	102	0	-10	-4	-4	6	-1.5	4
13: C=CCNc1nc(N2CCCC2)nc2ccccc12
 : 1.7	x	2	-8	5	16	x	1.9	-18
14: CCOCCCNC(=O)C(c1ccc(Cl)cc1)N1CCN(c2ccccc2)CC1 (configuration not stated)
 : -0.8	101	x	-2	x	-3	6	-0.3	-4
15: CCOC(=O)c1sc2nc(C)nc(NCc3ccc(Cl)cc3)c2c1C
 : 0.9	106	5	-11	-4	2	6	6.2	-17
16: CCN1CCN(C(=O)CNC(=O)c2nn(-c3ccc(OC)cc3)c(=O)c3ccccc23)CC1
 : 0.2	107	-7	-9	-4	20	5	0.5	3
17: O=C(O)c1[nH]c2ccc(Br)cc2c1CCN1C(=O)c2cccc([N+](=O)[O-])c2C1=O
 : 0.6	88	4	2	-8	4	-21	-1.2	-4
18: CNC(=O)C1C(=S)NC(N)=C(C#N)C1c1ccccc1 (configuration not stated)
 : 0.5	105	47*	-6	-1	11	-3	0.8	4
19: Cc1cc(S(=O)(=O)N2CCCC2)ccc1OCC(=O)N1CCOCC1
 : 0.7	102	-7	-6	-12	24	-1	-0.1	-4
20: O=C(c1cc(-c2ccccc2)nc2ccccc12)N1CCN(c2ccccc2O)CC1
 : 3.7	99	4	-4	5	28	-1	-0.1	-9
21: C=CCNC(=O)c1ccc(C)cc1Cl
 : -0.5	103	8	-4	-11	-2	-1	-1.1	-17
22: Cc1ccccc1SCC(=O)OCC(=O)N(C)c1c(N)n(Cc2ccccc2)c(=O)[nH]c1=O
 : -0.5	x	x	-1	x	x	x	-0.3	-6
23: N#Cc1cccc(C#N)c1Oc1ccc(N)cc1
 : 0.1	94	2	-3	8	x	0	-0.1	-3
24: CCOc1ccc(S(=O)(=O)N2CCC(C(=O)NCCN3CCOCC3)CC2)cc1C
 : 0.4	103	-4	-8	-3	0	-3	-0.5	0
25: FC(F)(F)c1ccc(Oc2ccc3cc(Br)ccc3c2)nc1
 : 0.6	99	3	-4	-10	14	0	-2.1	7
26: CC1CCN(S(=O)(=O)c2ccccc2)CC1
 : -0.5	117	-1	-10	-3	-71	15	-0.9	-12
27: O=C(CCCN=C1NS(=O)(=O)c2ccccc21)OCC(=O)c1ccc(F)c(F)c1
 : 23*	x	x	-2	x	x	x	31*	-24
28: CCOC(=O)c1nnn(-c2nonc2N)c1-c1ccc(C)cc1
 : -0.3	104	-6	-3	-4	9	2	-1.9	-20
29: O=C(COc1ccc(Cl)cc1)NCc1nnc(SCC(=O)NCc2ccc3c(c2)OCO3)o1
 : 2.5	97	5	-3	1	-3	-1	0.3	-11
30: CCOC(=O)C1CCN(C(=O)c2cc(S(=O)(=O)N(C)C)ccc2N2CCCC2)CC1
 : -0.3	107	-12	-1	6	3	8	0.4	0
31: CCOc1ccc(CSC(=N)N)cc1Cl
 : 2.5	110	-2	-5	0	3	18	3.6	-15
32: Cc1ccc(NC(=O)/C=C/c2ccc([N+](=O)[O-])s2)c(C)c1
 : -0.1	110	16	-5	-9	20	5	-1.3	1
33: COc1ccc(S(=O)(=O)n2cccc2)c(OC)c1
 : -0.2	98	-2	-14	5	-5	4	-0.4	-6
34: C=CCOc1ccccc1CNc1ccc2[nH]c(=O)[nH]c2c1
 : 0.8	102	-63	-5	-9	-2	1	0.7	-3
35: Cc1c(C(=O)C(=O)NCC2CCCO2)c2ccccc2n1C (configuration not stated)
 : -0.9	118	0	-7	-6	2	1	-0.1	-7
36: O=C(COC(=O)c1cccnc1Cl)Nc1ccc(N2CCCCC2)cc1
 : 0.9	x	x	-6	x	x	x	-0.1	-7
37: CCCCNC(=O)c1ccc2c(c1)S(=O)(=O)c1ccccc1C2=O
 : x	104	-3	-1	-8	1	1	x	x
38: CC(NC(=O)c1ccc(F)cc1)c1ccc2c(c1)CCCC2 (configuration not stated)
 : 2.0	99	-6	-6	-2	1	7	-1.8	-7
39: C(=N\NC1=NCCN1)/c1ccncc1
 : 0.1	108	-5	-10	-10	-2	7	-0.1	-10
40: COc1ccc(NS(=O)(=O)/C=C/c2ccc(OC)c(OC)c2)cc1
 : 4.8	99	3	2	2	10	-5	6.4	-12
41: CN(C)CCCNCCCNC(=O)c1ccccn1
 : -0.8	105	-14	-4	-16	20	2	1.8	-1
42: COc1ccccc1NC(=O)c1ccc(CSc2ccccc2)o1
 : -0.7	109	-7	-1	-20	17	7	0.5	2
43: Cc1cccc(NC(=O)CSc2nc(N)c(NC(=O)c3cccs3)c(=O)[nH]2)c1C
 : 0.7	95	7	x	-5	22	6	0.0	-2
44: O=C(Nc1ccc(Oc2ccccc2)cc1)C1CC1
 : 0.3	84	0	-1	10	-1	-9	0.5	1
45: CCOc1ccc(N(CC(=O)N2CCN(c3ccccc3OC)CC2)S(=O)(=O)c2ccc(C)cc2)cc1
 : x	96	1	-5	4	10	-3	x	x
46: O=S(=O)(Nc1cccc(-c2nc3cccnc3s2)c1)c1ccc2c(c1)OCCO2
 : 5.5	117	2	x	-11	34	8	6.6	-7
47: COC(=O)c1ccc(NC(C)C(=O)OC)c([N+](=O)[O-])c1 (configuration not stated)
 : 1.0	105	3	-12	5	31	0	-1.1	-4
48: CCN(Cc1ccncc1)C(=S)Nc1ccccc1
 : 8.4	106	1	-5	-9	-7	4	1.8	-5
49: O=C(C1CCN(S(=O)(=O)c2ccc(Br)s2)CC1)N1CCN(c2ccccc2)CC1
 : 3.7	106	5	-7	-7	8	4	0.2	-11
50: O=c1oc(/C=C/c2ccccc2)nc2sc3c(c12)CCC3
 : 1.3	100	-2	-1	-2	14	1	-0.7	-9
51: O=C(Nc1ccc(N2C(=O)C3CCCCC3C2=O)cc1Cl)c1cccs1 (configuration not stated)
 : 0.4	91	1	-1	-9	-7	-3	-0.6	-10
52: CCOc1ccc(N(C)S(=O)(=O)c2c[nH]c(C(=O)OC)c2)cc1
 : 1.1	99	3	0	0	9	0	0.3	-5
53: COc1ccc(/C=C/C(=O)Nc2ccccc2)cc1S(=O)(=O)N1CCOCC1
 : 1.9	103	2	0	-20	3	11	4.0	-3
54: CC(=O)N1c2ccc(S(=O)(=O)N3CCCC3C(=O)NCc3ccc(Cl)cc3)cc2CC1C (configuration not stated)
 : 0.1	91	6	-1	-1	5	-3	0.9	-8
55: CC(C)NC(=O)COc1ccc(Cl)cc1Cl
 : 0.5	98	-1	-7	-8	-4	3	-1.0	-2
56: COc1cccc(CNC(=O)CCC2CCCN(C3CCOCC3)C2)c1 (configuration not stated)
 : 0.1	106	-13	x	4	2	-6	-0.2	-2
57: O=C(CN1C(=O)c2ccccc2C1=O)Nc1ccc(-c2nc3ccccc3o2)cc1
 : 1.1	102	3	-2	-15	0	3	2.4	1
58: COc1ccc(NC(=O)NCc2cccnc2)c(OC)c1
 : 0.5	106	-16	-4	-11	13	4	0.7	1
59: Cc1nnsc1Sc1ccccc1
 : -0.9	110	3	-5	-5	0	12	0.3	-16
60: CCOc1ccc(N2C(=O)/C(=C\c3ccc(O)c(OC)c3)S(=O)(=O)C2c2cccc([N+](=O)[O-])c2)cc1 (configuration not stated)
 : 1.5	66	9	-4	5	-4	-17	-0.6	2
61: Cc1cc(NCCN(C)C)n2nc(-c3cccs3)cc2n1
 : -0.6	x	-1	-7	2	9	x	1.1	0

Screening data deposited in PubChem by several laboratories.
